# PKA-R1A activ – activators of PKA-R1A holoenzyme, primary screen, biochemical, fluorescence polarization, Cy5-IP20, bovine R1A, mouse PKAc. cAMP-dependent protein kinase type I-alpha regulatory subunit (Bos taurus) + …. PKA-R1A dissociation; scaled: DMSO 0%, 113 µM cGMP 100%. activation, % at 11.4 µM. 0.083% of 340,000 active;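 active = percent activation above the mean of all tested compounds plus 3 SD, cut at about 19% in these data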;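 note: higher means more PKAc released from R1A so a rise in polarization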
# NSD2 HMT inh – NSD2 histone methyltransferase inhibitors, primary screen, biochemical, AlphaScreen, single concentration, set 2; NSD2 peptide methylation, 120 min; Histone-lysine N-methyltransferase NSD2 (Homo sapiens), O96028; inhibition, % at 12.5 µM; 0.54% of 310,000 active; in the data active = inhibition above about 50%
# MITF act – activators of MITF-driven TRPM1 promoter reporter, primary screen, cell-based, SK-MEL-5, luciferase, single point; SK-MEL-5 TRPM1-promoter luciferase, 24 h; % of positive control, neutral wells = 0; activation, % at 12.5 µM; 0.75% of 300,000 active; AID 588334, 2011;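 active = mean activation of at least 80% with every replicate also reaching 80%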;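 note: 0% = neutral control wells and 100% = parthenolide positive control wells; values of inactives mirror those of a sister screen read the other way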
# PKA-R2B act – activators of PKA-R2B holoenzyme, primary screen, biochemical, fluorescence polarization, Cy5-IP20, human | cAMP-dependent protein kinase catalytic subunit beta (Homo sapiens) + cAMP-dependent … | PKA-R2B holoenzyme dissociation; R2B truncated from residue 108, S112A mutant; 0% DMSO only, 100% 113 µM cGMP | activation, % at 11.4 µM | 0.079% of 340,000 active;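 active = activation above a cutoff set at the mean over all compounds plus 3 SD, cut at about 18% in these data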;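 note: higher means more holoenzyme dissociation and a rise in polarization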
# Target sequence (P31323 whole entry, looked up, other chains not shown, the tested form may be a part): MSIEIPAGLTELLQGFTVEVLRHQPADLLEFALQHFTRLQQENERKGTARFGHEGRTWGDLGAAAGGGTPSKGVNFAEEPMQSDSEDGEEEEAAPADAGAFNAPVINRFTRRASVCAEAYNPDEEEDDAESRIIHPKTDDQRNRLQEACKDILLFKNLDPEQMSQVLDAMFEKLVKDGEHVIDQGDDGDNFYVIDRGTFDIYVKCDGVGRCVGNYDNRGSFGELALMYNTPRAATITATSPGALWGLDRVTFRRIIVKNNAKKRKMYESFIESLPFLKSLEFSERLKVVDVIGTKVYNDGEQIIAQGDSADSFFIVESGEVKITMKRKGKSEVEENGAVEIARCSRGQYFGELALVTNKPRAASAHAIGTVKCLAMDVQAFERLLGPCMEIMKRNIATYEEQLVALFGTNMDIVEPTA
# DSG3 Ab inh – inhibitors of pemphigus antibody binding to DSG3, primary screen, biochemical, bead-based, flow cytometry, scFv-GFP. Desmoglein-3 (Homo sapiens), P32926. DSG3-coupled beads, scFv-anti-DSG3-GFP binding; active compounds read low. binding (percent of control), % at 10 µM. 0.48% of 310,000 active. AID 588358, 2011;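 active = binding more than 3 SD below its plate's average and above zero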;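 note: hits lower antibody fragment binding to DSG3; some compounds called inactive have numbers as strong as hits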
# Arrestin-AP2 inh – inhibitors of beta-arrestin/AP2 binding, primary screen, biochemical, GPCR trafficking, flow cytometry; beta-arrestin 1 C-terminal peptide binding to AP2 beta2-adaptin appendage (human); FITC-arrestin peptide / GST-AP2 beads; AP2 beta2 appendage carries R879A mutation; inhibition, % at 10 µM; 0.31% of 340,000 active;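 active = inhibition above a set limit, near 3 SD of compounds lacking own fluorescence, cut at about 54% in these data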;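 note: plate controls were DMSO wells for no effect and 5 µM unlabelled arrestin peptide for full effect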
#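 Test system: GST-tagged AP2 beta2-adaptin appendage (R879A) on 4 µm glutathione beads; also added: fluorescein-tagged arrestin peptide at 50 nM final; timing: 12 min plus 1 h, RT; signal: flow cytometry, FL1 (488/535 nm); read-out: percent drop in bead-associated FITC signal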
# SR-BI HDL uptake – inhibitors of SR-BI mediated HDL lipid uptake, primary screen, ldlA[mSR-BI] cells, fluorescence, single point; ldlA[mSR-BI] CHO cells, DiI-HDL uptake fluorescence, 3 h; AID 488896, 2010; 0.96% of 320,000 active; Scavenger receptor class B member 1 (Mus musculus), Q61009; inhibition, % at 12.5 µM;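 active = mean replicate inhibition of at least 70% and a set share of replicates each scoring 70 or more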;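 note: 0% = median of neutral control wells and 100% = median of positive control wells; values of inactives mirror those of a sister screen read the other way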
# CDK5 p35 inh – inhibitors of human CDK5/p35 kinase, primary screen, biochemical, single concentration; Cyclin-dependent kinase 5 (Homo sapiens) + Cyclin-dependent kinase 5 activator 1 (Homo …; AID 488839, 2010; inhibition, % at 10 µM; Recombinant CDK5/p35, ADP-Glo luminescence, 60 min; 0.01% of 330,000 active;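 active = highest replicate inhibition of at least 50% and at least 75% of replicates reaching 50%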;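 note: plate controls were DMSO neutral control for no effect and GW8510 at 10 µM for full effect; many of its hits are not listed in these tables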
# SR-BI DiI-HDL act – activators of SR-BI mediated DiI-HDL uptake, primary screen, ldlA[mSR-BI] CHO cells, DiI fluorescence | 0.096% of 320,000 active | 3 h; 100 = double the neutral-control signal | activation, % at 12.5 µM;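 active = mean replicate activation of at least 60% and every replicate at or above 60%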;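 note: 0% = median plate neutral-control signal and 100% = twice that signal; values of inactives mirror those of a sister screen read the other way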
#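 Material: SR-BI-overexpressing, LDLR-lacking CHO cells; schedule: compound exposure 3 h, 37 °C; reagent: DiI-labelled HDL at 10 µg/mL final; technique: bottom-read fluorescence, 550/595 nm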
# dFosB activator – activators of delta FosB homodimer, primary screen, biochemical, fluorescence polarization, TAMRA-CDK5 oligo, single point; Protein FosB (Mus musculus), P13346; purified delta FosB; percent of positive-control signal above neutral wells; activation, % at 25 µM; 0.99% of 340,000 active; AID 493131, 2011;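 active = mean activation above about 17%, with every replicate also reaching it, limit read from the data, passing the limit was not always enough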;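 note: fluorescence polarization rise as delta FosB binds a TAMRA Cdk5 AP-1 oligo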
# Target sequence (P13346 whole entry, looked up): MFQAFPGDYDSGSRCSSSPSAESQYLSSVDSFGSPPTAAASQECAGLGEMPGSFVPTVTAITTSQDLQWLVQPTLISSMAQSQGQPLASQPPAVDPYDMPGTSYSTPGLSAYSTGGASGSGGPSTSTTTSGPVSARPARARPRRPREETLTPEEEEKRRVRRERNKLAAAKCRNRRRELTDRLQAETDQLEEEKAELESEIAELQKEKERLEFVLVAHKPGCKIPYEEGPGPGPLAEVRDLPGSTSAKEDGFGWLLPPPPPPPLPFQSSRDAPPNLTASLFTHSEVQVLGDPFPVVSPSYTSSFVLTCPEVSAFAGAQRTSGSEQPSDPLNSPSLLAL
# SUMO Mot1 rescue – yeast Mot1-301 growth rescue at high temperature, primary screen, SUMOylation pathway inhibitor project, S. cerevisiae, ATP luminescence, 38.5C; S. cerevisiae Mot1-301 growth rescue; percent above DMSO median, 100 means doubled; growth rescue, % at 18.8 µM; 1% of 320,000 active; AID 2716, 2010;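 active = every valid replicate shows activation above 250% relative to neutral control wells; inactive = the rest, any valid replicate at or below 250%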;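 note: OY570 slx delta 5 strain wells were the positive control but not used for scaling; some compounds called inactive have numbers as strong as hits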
# * hit, by the source's call; . = no result given.
cpd	compound	SR-BI HDL uptake	PKA-R1A activ	SR-BI DiI-HDL act	Arrestin-AP2 inh	dFosB activator	CDK5 p35 inh	SUMO Mot1 rescue	DSG3 Ab inh	NSD2 HMT inh	PKA-R2B act	MITF act
1	O=C(O)C(Oc1ccc2cc(-c3ccc(Cl)cc3)c(=O)oc2c1)c1ccccc1 (configuration not stated)	-8	-12	8	10	-5	-1.7	14	91	-9	7	-9
2	CC1CCCC(C)N1CCCNC(=O)c1ccc2c(c1)NC(=O)c1ccccc1S2 (configuration not stated)	4	-2	-4	-18	1	-3.1	2	109	5	-3	7
3	CCC(C)NC(=O)C1CN(S(=O)(=O)c2ccccc2)CCN1S(=O)(=O)c1ccccc1 (configuration not stated)	-16	4	16	-3	5	-0.9	-1	101	6	10	7
4	C=CCN1C(=O)C2(OCCCO2)c2c(C)ccc(C)c21	3	-4	-3	-7	4	1.0	313	113	2	2	.
5	O=C(Nc1cccc(Cl)c1)c1csc(-c2ccccc2)n1	-2	-23	2	-2	-15	-1.7	-3	97	-1	-4	.
6	Cc1c(C(=O)N2CCC(C)CC2)sc2ncnc(N(C)c3ccccc3)c12	-18	-13	18	28	-3	-2.8	-19	97	-4	3	-2
7	COc1c(C)cccc1C(=O)Nc1ccc(N2CCN(C(=O)c3ccccc3C)CC2)cc1	41	-7	-41	-5	-11	0.0	10	102	3	-5	-10
8	COc1cc(OC)cc(-c2c(-c3cccs3)c3cc(-c4ccc5c(c4)OCO5)ccc3n2C)c1	58	1	-58	-18	-22	0.1	0	94	.	1	-10
9	CCOc1ccc(/C=N/NC(=O)CN2CCCCC2)cc1OCC	-19	7	19	-8	-3	-0.8	-8	100	37	3	.
10	CCc1cccc(NC(=O)CCNS(=O)(=O)c2ccc3c(c2)oc(=O)n3C)c1	43	8	.	4	-6	0.5	0	110	-8	9	-1
11	COCCN=C1Sc2nc3c(C)cccc3cc2CN1Cc1ccco1	5	-14	.	7	0	0.6	-10	.	-5	-1	-13
12	COc1ccc(CCN2CC(C(=O)N(C)Cc3c(C)n[nH]c3C)CCC2=O)cc1 (configuration not stated)	-13	8	13	-13	-1	0.1	.	104	36	-9	6
13	CCOc1ccc(CN2CCCC(N3CCN(c4ccc(OC)cc4)CC3)C2)cc1 (configuration not stated)	16	4	-16	-7	2	0.3	1	107	11	-11	.
14	Cc1cc(-c2ccco2)n(CC(=O)NCc2ccco2)n1	0	-3	0	1	-5	0.1	2	102	.	-6	0
15	CCCCSc1ncnc2c1ncn2C1CCCCO1 (configuration not stated)	2	-13	-2	22	2	0.7	.	.	-2	-12	90*
16	Cc1ccc(N2CC(C(=O)Nc3ccccn3)CC2=O)cc1 (configuration not stated)	10	-1	-10	2	-12	-2.1	4	97	3	-2	-12
17	c1ccc2c(c1)[nH]c1ccncc12	38	-8	-38	-6	-4	1.7	-7	102	.	-4	18
18	COc1ccc(NC(=O)c2cc(C3CC3)nc3c2cnn3C(C)C)cc1OC	74*	-2	-74	-5	-2	-0.1	3	.	.	-7	1
19	OCC1(Cc2ccc(Cl)cc2)CCN(Cc2ccccc2F)CC1	-1	2	1	-2	-6	2.3	20	110	-2	-5	0
20	O=C(COc1ccc2ccccc2c1)NNC(=O)Nc1ccccc1F	-1	-5	1	7	6	1.6	-12	98	1	2	1
21	Cc1nnc(SCC(=O)Nc2c(C)n(C)n(-c3ccccc3)c2=O)n1Cc1ccccc1	-1	2	1	-1	-8	0.4	6	104	-3	5	-4
22	Cc1cnc(C(=O)OCC(=O)N(Cc2ccccc2)C(C)C)cn1	-10	-9	10	0	-3	-1.9	-15	85	-2	-5	2
23	COc1cccc2cc(C(=O)Nc3ccccc3C)/c(=N/O)oc12	19	5	-19	0	8	-0.9	7	94	0	0	.
24	O=C(CCC(=O)Nc1cccc([N+](=O)[O-])c1)NCc1ccccc1	15	-4	-15	-11	8	-1.1	-12	100	0	4	-3
25	CCN1C(=O)C(CC(=O)Nc2ccc(F)cc2)N(CCCN2CCN(c3ccc(F)cc3)CC2)C1=S (configuration not stated)	57	-8	-57	2	-8	-0.5	-12	126	.	-2	3
26	Cc1ccc2c(c1)N(CC(=O)NC1CCCCC1)C(=O)c1cccnc1O2	-3	-6	3	23	-7	-0.8	.	104	.	-3	0
27	O=C(N[C@@H]1C/C=C\C[C@H](CC(=O)N(CCO)Cc2ccccc2)C(=O)N[C@@H](Cc2ccccc2)COC1=O)OCC1c2ccccc2-c2ccccc21	46	5	-46	4	-9	-2.2	-12	97	.	-6	1
28	COc1ccc(CNC(=O)c2ccccc2C(=O)O)cc1	-35	-10	35	-3	3	-5.5	-12	111	-1	-2	1
29	Cc1cc(/C=C\c2ccc3cc(N(C)C)ccc3[n+]2C)c(C)n1-c1ccccc1	-166	2	166*	38	7	2.1	14	55	.	10	-100
30	Cc1ccc(C(CC(=O)O)NC(=O)CN2C(=O)c3ccccc3C2=O)cc1 (configuration not stated)	-14	-2	14	1	-2	-0.1	3	100	-2	-13	-4
31	COc1ccc(C(=O)NC(C(=O)NCc2ccccn2)C(C)C)cc1 (configuration not stated)	-13	-1	13	10	-1	-0.1	151	.	-4	-3	-8
32	O=C(COc1ccc(Cl)cc1)N(Cc1ccccc1)c1ccccn1	-10	-5	10	7	-1	-1.1	-8	.	-8	-11	-5
33	CCCCCCSc1nc(O)c(C2OC(=O)c3c2ccc(OC)c3OC)c(=O)n1-c1ccccc1 (configuration not stated)	-12	0	12	-2	-2	-0.2	11	108	0	3	4
34	CCOc1ccccc1NC=C1C(=O)OC(C)(C)OC1=O	.	-5	.	12	-7	-0.2	-13	.	-3	0	.
35	O=C(NC1CC1)c1cccc(Nc2ccc(-c3ccc4c(c3)OCCO4)nn2)c1	6	-5	-6	-9	1	0.2	-5	100	.	-8	34
36	COCCCN1CC(=O)N2C(c3cccc(OC)c3)c3[nH]c4ccccc4c3C[C@H]2C1=O (some centres not stated)	23	-3	-23	17	-5	-1.3	-2	103	0	-4	-10
37	CCOC(=O)C1(Cc2ccccc2C(F)(F)F)CCN(Cc2ccc(COC)o2)CC1	-5	-7	5	25	-6	-0.9	9	96	2	3	-14
38	COc1cccc(-n2c(=S)sc3c(=O)n(-c4ccccc4C)c(SCC(=O)O)nc32)c1	-23	-12	23	6	1	1.1	10	98	1	-8	6
39	COc1ccc(C(C(=O)NC2CCCC2)N(C(=O)c2csnn2)C2CC2)cc1 (configuration not stated)	-5	-6	5	-5	1	0.6	-21	97	.	0	2
40	CCCCOc1ccc(C(=O)NCC(=O)NCC(c2ccco2)N2CCCCC2)cc1 (configuration not stated)	27	9	-27	3	-10	-3.1	-8	105	2	-3	7
41	COc1ccc(-c2cc3ccccc3n2CC(O)CN2CCOCC2)cc1 (configuration not stated)	13	-3	-13	2	-5	0.7	.	102	-5	3	9
42	O=[N+]([O-])c1ccc2c(c1)ncn2CCc1ccccc1	-4	-2	4	7	-3	-0.5	27	116	0	-12	.
43	CN(C)c1oc(COc2ccccc2F)nc1C#N	14	0	-14	-2	0	-0.2	0	97	1	-14	32
44	O=C1CN(C(=O)COC(=O)/C=C/c2ccc(OC(F)F)cc2)c2ccccc2N1	6	9	-6	2	-4	-2.0	-14	92	0	0	-2
45	COC(=O)[C@@]1(Cc2ccccc2)[C@H]2C(=O)N(C)C(=O)[C@H]2[C@H]2CN=C(SCc3ccccc3)N21	7	-3	-7	7	-13	13	.	107	.	-13	1
46	O=C(NC(c1ccc(Cl)cc1)c1cc(Cl)c2cccnc2c1O)c1cccnc1 (configuration not stated)	4	6	-4	-8	13	0.8	-14	93	63*	-2	-41
47	Cc1ccc(C)c(NC2=NCC(=O)N2C2CCCCC2)c1	-10	2	10	17	5	-1.2	-7	101	.	-4	.
48	COc1ccc(C(C)=O)cc1COC(=O)Cn1cnc2ccccc2c1=O	0	-6	0	6	-5	0.2	5	98	-4	-3	.
49	Cc1ccc(S(=O)(=O)N2CCC[C@H]2C(=O)OCCN2C(=O)c3ccccc3C2=O)cc1	-21	0	21	2	1	0.0	.	104	0	-1	-1
50	O=C(O)c1cc(S(=O)(=O)Nc2ccc3cn[nH]c3c2)ccc1Cl	-10	8	10	16	-3	0.3	13	101	2	8	-29

# (next part)
cpd	compound	SR-BI HDL uptake	PKA-R1A activ	SR-BI DiI-HDL act	Arrestin-AP2 inh	dFosB activator	CDK5 p35 inh	SUMO Mot1 rescue	DSG3 Ab inh	NSD2 HMT inh	PKA-R2B act	MITF act
51	CCn1nc(NC(=O)c2cccs2)c2cc3ccccc3nc21	31	-3	-31	12	-7	0.5	5	100	-25	-8	9
52	O=C(c1sccc1-c1ccccc1)N1CCN(S(=O)(=O)c2ccccc2F)CC1	64	-4	-64	2	-1	-0.2	-14	101	2	-4	-2
53	COc1ccc(-n2nc(N)c3c(=O)oc(N(C)C)nc32)cc1	2	-7	-2	21	-6	1.0	.	90	-1	-10	7
54	Cn1c(CNC(=O)c2ccccc2F)nnc1SCCOc1ccccc1	-22	-5	22	9	-11	-3.4	-12	110	-1	-4	-1
55	C[C@H](O)c1[nH]c2cc(F)ccc2c1[C@H](C)O	5	2	-5	25	3	0.0	189	98	.	-10	0
56	Cc1ccc(S(=O)(=O)CCc2nc3ccccc3s2)cc1	-34	3	34	-6	-9	0.1	-11	113	38	-2	22

# High-throughput results (PubChem)
